All columns: NCI-60 one-dose screen, growth in % after 48 h at 10 µM unless noted; 100 = growth as untreated, 0 = no growth, -100 = all killed.
MDA-MB-435 = MDA-MB-435 melanoma | 7.8% of 82,000 active
K-562 = K-562 leukemia. 7.4% of 78,000 active. AID 1794777
SR = SR leukemia cells; 8.7% of 73,000 active
MOLT-4 = MOLT-4 leukemia cells; 6.9% of 80,000 active; AID 1794779
MCF7 = MCF7 breast cancer. 6.3% of 82,000 active. AID 1794796
MDA-MB-468 = MDA-MB-468 breast cancer | 8.5% of 78,000 active
MDA-MB-231 = MDA-MB-231 breast cancer. 5% of 81,000 active. AID 1794789
RPMI-8226 = RPMI-8226 leukemia cells; 7.5% of 77,000 active
* marks the source's active call; other numbers are inactive results; nt = no result given; & = joins results of further samples; [ ] = dose if it differs, or a comment. The calls were made as follows: active = growth percent below 10; inactive = the rest.

Sample of the layout:
SMILES	MDA-MB-435	K-562	SR	MOLT-4	MCF7	MDA-MB-468	MDA-MB-231	RPMI-8226
COC1=CC(c2ccc[nH]2)=N/C1=C\c1[nH]c(C)c(C(=O)CCCCC(=O)Oc2ccc3c(c2)CCC2C3CC[C@]3(C)C(=O)CC[C@@H]23)c1C (stereo partly drawn)	108	72	79	60	47	82	66	122
CC(=O)C1=C(C)NC(NNC(N)=O)=NC1c1ccccc1 (stereo not drawn)	100	88	91	94	89	115	99	112
O=CNc1cc([N+](=O)[O-])ccc1O	95	115	98	106	96	104	85	101
N/C(=N\N=C\c1ccc(Cl)cc1)c1c(N)nc(=S)[nH]c1-c1ccc(Cl)cc1Cl	104	90	91	92	84	96	83	102
CCN1CCN(C(=O)[C@]23CCC(C)(C)C[C@H]2C2=CC[C@@H]4[C@@]5(C)C/C(=C/c6ccco6)C(=O)C(C)(C)[C@@H]5CC[C@@]4(C)[C@]2(C)CC3)CC1	83	68	50	41	80	66	76	48

The list itself, repeating the preview:
SMILES	MDA-MB-435	K-562	SR	MOLT-4	MCF7	MDA-MB-468	MDA-MB-231	RPMI-8226
COC1=CC(c2ccc[nH]2)=N/C1=C\c1[nH]c(C)c(C(=O)CCCCC(=O)Oc2ccc3c(c2)CCC2C3CC[C@]3(C)C(=O)CC[C@@H]23)c1C (stereo partly drawn)	108	72	79	60	47	82	66	122
CC(=O)C1=C(C)NC(NNC(N)=O)=NC1c1ccccc1 (stereo not drawn)	100	88	91	94	89	115	99	112
O=CNc1cc([N+](=O)[O-])ccc1O	95	115	98	106	96	104	85	101
N/C(=N\N=C\c1ccc(Cl)cc1)c1c(N)nc(=S)[nH]c1-c1ccc(Cl)cc1Cl	104	90	91	92	84	96	83	102
CCN1CCN(C(=O)[C@]23CCC(C)(C)C[C@H]2C2=CC[C@@H]4[C@@]5(C)C/C(=C/c6ccco6)C(=O)C(C)(C)[C@@H]5CC[C@@]4(C)[C@]2(C)CC3)CC1	83	68	50	41	80	66	76	48
COc1ccc(/C(=C\c2ccc3c(c2)OCO3)C(=O)Nc2nc3ccc(N)cc3s2)cc1OC	97	98	92	93	97	104	108	103
Nc1c(C(=O)Nc2c(Cl)cccc2Cl)sc2nc3c(cc12)CCCC3	5.2*	15	12	47	44	82	82	93
N#CCCN=Nc1c(O)[nH]c2ccc(Cl)cc12	102	115	nt	101	82	105	91	112
O=[N+]([O-])c1cccc(OCCBr)c1	101	95	96	92	87	115	115	102
COc1ccc(/C=N/NC(=O)c2cnc3nc[nH]n3c2=O)cc1	108	nt	98	111	102	99	106	88
CC1=NC=NC2C(=O)NN=C(C)C12 (stereo not drawn)	111	101	nt	97	101	98	84	116
O=C1OC(c2ccccc2)(c2cc(Br)c(O)c(Br)c2)c2ccccc21 (stereo not drawn)	101	118	nt	114	109	100	93	95
COC(=O)C1(O)NC(=C(C#N)C#N)C(C#N)=C1C(=O)c1ccco1 (stereo not drawn)	95	98	117	120	91	90	97	122
CC12CCCC(=O)N1c1ccccc1-c1nc(=O)c(-c3ccccc3)nn12 (stereo not drawn)	102	99	93	106	99	nt	91	116
Cn1cc(C(Nc2nc(-c3ccccc3)cs2)c2ccc(Br)cc2)c2ccccc21 (stereo not drawn)	83	98	109	95	89	102	93	97
COC(=O)[C@@]1(/C=C/c2ccccc2)C(=O)N(c2ccc(OC)cc2)[C@@]1(C(=O)OC)c1ccccc1	94	88	87	87	81	59	77	63
Clc1ccc2c(c1)-n1cccc1C(c1ccc3ccccc3c1)=NC2	50	49	nt	nt	84	nt	120	nt
O=C(C1CCCCC1)N1CC(=O)N2CCc3ccccc3C2C1 (stereo not drawn)	102	108	112	111	99	98	108	100
CCc1nc(NC(=O)CCl)c(C#N)cc1C	117	104	nt	nt	104	nt	123	nt
CCCCCn1c(=O)c2c(nc(NCCc3ccc(O)c(O)c3)n2C)n(C)c1=O	93	99	90	67	87	55	84	60
NNC(=O)CC(=O)Nc1ccccc1Cl	96	115	93	103	92	106	97	102
O=C1NC(=O)C2(CC(C(=O)Nc3ccc4[nH]c(=S)[nH]c4c3)Oc3ccc(F)cc32)N1 (stereo not drawn)	101	104	30	106	96	88	97	90
OCc1cnccc1NCCCOc1ccccc1	110	nt	100	97	92	94	89	100
CCOC(=O)Nc1ccccc1NC(=O)OCC	105	96	92	91	95	93	106	94

Single records (already shown):
COC(=O)[C@@]1(/C=C/c2ccccc2)C(=O)N(c2ccc(OC)cc2)[C@@]1(C(=O)OC)c1ccccc1 in the list: MDA-MB-435: 94; K-562: 88; SR: 87; MOLT-4: 87; MCF7: 81; MDA-MB-468: 59; MDA-MB-231: 77; RPMI-8226: 63
Cn1cc(C(Nc2nc(-c3ccccc3)cs2)c2ccc(Br)cc2)c2ccccc21 (stereo not drawn) in the list: MDA-MB-435: 83; K-562: 98; SR: 109; MOLT-4: 95; MCF7: 89; MDA-MB-468: 102; MDA-MB-231: 93; RPMI-8226: 97
OCc1cnccc1NCCCOc1ccccc1 in the list: MDA-MB-435: 110; K-562: nt; SR: 100; MOLT-4: 97; MCF7: 92; MDA-MB-468: 94; MDA-MB-231: 89; RPMI-8226: 100

Additional records follow.
SMILES	MDA-MB-435	K-562	SR	MOLT-4	MCF7	MDA-MB-468	MDA-MB-231	RPMI-8226
Cc1cc(C)n(C(=O)CSc2nc3sc4c(c3c(=O)n2-c2ccccc2)CCCCC4)n1	105	97	98	95	95	111	108	103
COc1ccc(-c2c(C#N)c(N)nc3c2CCCC3C)cc1 (stereo not drawn)	100	72	64	79	90	85	113	67
COc1cc(-c2cc(-c3ccc(Cl)cc3)nc3nc(NN)[nH]c(=O)c23)cc(OC)c1OC	110	93	91	96	94	110	98	96
O=C(NC1CCCCC1)C(c1ccccc1[N+](=O)[O-])N(C(=O)C1CCc2cc(F)ccc2O1)c1ccc(F)cc1F (stereo not drawn)	87	79	62	88	90	76	70	87
Nc1ncncc1-c1ccccc1	106	99	99	96	96	89	99	103
Cc1ccc(S(=O)(=O)Oc2ccc3sc4c(CO)ccc(NCCN(C)C)c4c(=O)c3c2)cc1	-98*[100 µM]	-61*[100 µM]	-39*[100 µM]	-35*[100 µM]	-76*[100 µM]	-75*[100 µM]	-91*[100 µM]	-43*[100 µM]
Cc1ccc2c(C)c3c(ccc4ccccc43)c[n+]2c1	83	nt	58	61	36	-42*	73	48
CCOC(=O)c1sc2ccc(NCc3nc[nH]c3C)cc2c1NC(=O)c1cc(OC)c(OC)c(OC)c1	72	44	10	88	63	nt	73	80
CCOC(=O)c1[nH]c(C)c2c1CCc1cnc(Nc3ccccc3)nc1-2	93	96	nt	75	61	59	89	nt
O=C1CCN=C2C(F)=CC=CN12	106	nt	nt	nt	95	111	116	123
CS(=O)(=O)Nc1cc(-c2ccc3ncc(C#N)c(N[C@H](CO)c4ccccc4)c3c2)cnc1Cl	47	41	21	15	18	14	43	64
CCOC(=O)C1=C(C(=O)c2ccc(C)cc2)C(c2cccc(O)c2)NC(=S)N1 (stereo not drawn)	106	97	97	102	103	110	101	109
Cc1cc(CC(C)C)c(C(N)=O)cc1C	96	117	101	108	101	91	102	108
NC(=N/N=C(/c1ccccc1)c1ccc(N)cc1)/C(N)=N\N=C(/c1ccccc1)c1ccc(N)cc1	105	99	91	93	106	90	104	94
CC(C)(C)OC(=O)C(Cc1cccc(-c2ccco2)c1)NC(=O)OCc1ccccc1 (stereo not drawn)	91	44	38	42	69	78	78	40
O=CN1N=C(c2ccc(F)cc2)CC1c1cccc(Nc2ccnc3cc(C(F)(F)F)ccc23)c1 (stereo not drawn)	58	23	20	23	25	29	73	25
N#CC1C=C(c2ccc(Cl)cc2)N(c2cccc3cccc(N4C(=O)C(C#N)C=C4c4ccc(Cl)cc4)c23)C1=O (stereo not drawn)	112	101	107	103	84	114	98	103
COC(=O)[C@H]1Cc2c([nH]c3ccccc23)[C@H](c2cccs2)N1	98	104	107	102	96	102	95	99
COc1ccccc1C1OCC(C)(C)CO1	110	101	90	100	102	119	123	106
Nc1ccccc1C1CCC(C(=O)O)C(N=Nc2ccccc2)C1 (stereo not drawn)	104	91	96	96	85	84	84	98
O=c1c(/C=C/c2ccco2)nnc2scc(-c3ccc(Cl)cc3)n12	97	47	58	72	21	nt	100	nt
Brc1cc2c(cc1C1OCCCO1)OCO2	126	97	87	94	102	117	124	nt
Nc1ncnc2c1ncn2Cc1nnc(CCC(=O)c2nc3ccccc3[nH]2)o1	112	112	91	96	94	113	111	110
COc1cc(NC(=O)C(C)Sc2nc3sc4c(c3c(=O)n2-c2ccc(Cl)cc2)CCCC4)cc(OC)c1OC (stereo not drawn)	101	69	78	73	84	90	81	72
CC(C)Cc1ccc(C(C)C(=O)OCc2ccc(Cn3c(=O)sn(CCI)c3=O)cc2)cc1 (stereo not drawn)	104	79	83	89	92	102	96	nt
O=C1C=CC(=O)N1CCc1ccccc1	103&105	91&98	105&96	95&104	96&91	100&112	101&110	89&100
O=C(Nc1cccc(Cl)c1)Nc1nc2ccc(-c3ccco3)cc2s1	81	nt	nt	nt	22	37	73	43
Cc1ccccc1Nc1cc(Cl)nc(N)n1	102	93	97	99	97	103	97	96
O=C(CCCCCCN1CC(=O)N2[C@@H](c3cccc(F)c3)c3[nH]c4ccccc4c3C[C@H]2C1=O)NO	87	79	60	80	81	79	92	63
CCNCC(C)(C)O	106	111	nt	99	97	115	95	107
C=CCn1c(=N)c(S(=O)(=O)c2ccccc2)cc2c(=O)n3ccccc3nc21	103	98	107	97	101	106	97	104
O=S(=O)(NCCNc1nccc(-c2c(-c3cccc(F)c3)nc3occn23)n1)c1ccc(F)cc1	65	67	62	76	43	71	85	65
CCCO/N=C/c1ccccn1	105&107	103&99	93	102&124	92&89	120&115	111&103	101
CS(=O)(=O)Nc1ccc(Nc2c3ccccc3nc3cc([N+](=O)[O-])ccc23)cc1	40	7.9*	nt	4.2*	2.4*	-43*	51	0.4*
Nc1ncnc2c1c(-c1ccc(Oc3ccccc3)cc1)nn2C[C@@H]1SSC[C@H]1O	8.5*	7.7*	4.4*	0.4*	11	-0.1*	43	51
CC(=O)Oc1ccc(N2C(=O)C(Cl)=C(Nc3cccc(C(F)(F)F)c3)C2=O)cc1	98	90	80	86	93	96	95	78
O=C1c2ccccc2C(=O)N1CCCN1c2ccncc2Sc2ccncc21	106	94	nt	95	109	nt	92	88
CC(=O)O[C@H]1C/C=C\CC(=O)[C@@]2(C)O[C@@H]2CC[C@H](C)C1	96	128	109	113	85	88	89	114
[O-][N+](=Nc1ccc(Br)cc1)c1ccc(Br)cc1	104	98	96	100	75	106	79	87
CCCCCCOC(=O)N1CCCC1	109	88	103	103	95	100	107	115
C=CC(=O)N1c2ccccc2N(C(=O)C=C)C(C)C1C (stereo not drawn)	89	73	59	62	73	59	85	22
CCNC1(S(=O)(=O)O)C(=O)Nc2ccccc21 (stereo not drawn)	102	103	114	nt	97	nt	101	108
CC(C)OC(=O)Nc1ccc(-c2ccc(NC(=O)OC(C)C)cc2)cc1	nt	61	50	71	85	101	85	nt
O=c1[nH]c(N2CCOCC2)nc2c(-c3cccc4c3sc3ccccc34)cccc12	99	83	85	79	95	88	97	82
CCOC(=O)/C(=C\c1ccc(N(C)C)cc1)C(C)=O	99	114	75	61	96	102	98	104
CC1(C)CC[C@]2(CO)CC[C@]3(C)[C@@H](NCC[C@@H]4[C@@]5(C)CCCNC(C)(C)[C@@H]5CC[C@]43C)[C@@H]2C1	98	71	72	73	89	104	101	91
COc1cc2c(c(OC)c1OC)C(=O)CC(c1cccc(NC(=O)c3ccc(Br)cc3)c1)O2 (stereo not drawn)	-18*	5.9*	3.9*	-12*	23	12	37	-4.9*
CCOC(=O)c1sc(/N=C2\C(=O)Nc3c(Cl)cccc32)nc1C	108	93	64	108	72	105	102	105
N#CC(/C=N\Nc1ncc(C#N)c(N)n1)=C\c1ccc(Cl)cc1	95	73	73	70	87	88	97	100
Nc1nc(Nc2ccccn2)nn1Cc1cccc(Br)c1	98	75	nt	79	87	81	94	74
C=C(C)COC(=O)c1cccc(C(=O)OCC2(C)CO2)c1 (stereo not drawn)	106	105	94	104	93	103	111	97
COc1ccc(CC(=O)c2ccc(OC)cc2)cc1	99&92	100&108	86&53	95&96	96&102	94&98	102&129	101&120
Cc1ccc2c(c1)/C(=N/c1nc(-c3ccc(Cl)cc3)cs1)C(=O)N2	95	71	65	38	77	97	78	67
NCCC(=O)c1ccccc1	115	94	100	109	99	97	92	98
c1ccc(-c2noc3ncnc(NCCc4c[nH]c5ccccc45)c23)cc1	92	84	nt	39	72	87	97	68
C#C[C@]1(O)CC[C@H]2[C@@H]3CC=C4c5nc(Nc6ccc(OC)cc6OC)sc5CC[C@]4(C)[C@H]3CC[C@@]21C	-4.2*	6.1*	5.7*	4.6*	4.5*	-6.8*	1.7*	-26*
Cc1ncc(CO)c(CO)c1O	104&115&107	85&130&91	101&84	101&120&95	102&82&114	102&101&105	112&106&111	110&109&92
C=CCn1cc(/C=N\N=C2\C(=O)Nc3ccc(Cl)cc32)c2ccccc21	115	93	67	87	82	64	95	105
c1ccc([I+]c2ccccc2)cc1 (tested in a mixture with another compound)	78	31	28	53	57	50	75	56
Cc1cc(O)cc(C(=O)O)c1	116	101	105	108	111	112	105	nt
Next part.
SMILES	MDA-MB-435	K-562	SR	MOLT-4	MCF7	MDA-MB-468	MDA-MB-231	RPMI-8226
Cc1ccc(-c2cc(C(=O)N3CCC(Cc4ccccc4)CC3)nn2-c2ccc(S(C)(=O)=O)cc2)cc1	97	88	92	78	81	138	82	76
N#CC1=C(c2c[nH]c3ccccc23)Nc2nc(N)nc(N)c2C1c1ccncc1 (stereo not drawn)	113	99	94	95	99	96	108	104
O=C1Nc2ccccc2/C1=C/c1cn(Cc2cccc3ccccc23)c2ccccc12	74	74	11	82	86	84	77	54
COc1cc(C2c3cccn3-c3ccccc3N2C(C)=O)cc(OC)c1OC (stereo not drawn)	87	104	109	118	111	94	95	85
CC(=O)Nc1ccc2c3c(ccc([N+](=O)[O-])c13)CC2	95	124	95	105	98	96	112	100

Bioassay records (PubChem)

Outcome played no part in choosing rows; 15% or so of the library scored in one or more.
